Anthrax LF inh2: anthrax lethal factor protease inhibition; inhibition, % at 10 µM; multiplex microsphere protease cleavage assay, LF; hit rate 0.12% among 360,000; further: plate controls were buffer without enzyme for full effect and enzyme alone for no effect
Target sequence (P15917 whole entry, looked up): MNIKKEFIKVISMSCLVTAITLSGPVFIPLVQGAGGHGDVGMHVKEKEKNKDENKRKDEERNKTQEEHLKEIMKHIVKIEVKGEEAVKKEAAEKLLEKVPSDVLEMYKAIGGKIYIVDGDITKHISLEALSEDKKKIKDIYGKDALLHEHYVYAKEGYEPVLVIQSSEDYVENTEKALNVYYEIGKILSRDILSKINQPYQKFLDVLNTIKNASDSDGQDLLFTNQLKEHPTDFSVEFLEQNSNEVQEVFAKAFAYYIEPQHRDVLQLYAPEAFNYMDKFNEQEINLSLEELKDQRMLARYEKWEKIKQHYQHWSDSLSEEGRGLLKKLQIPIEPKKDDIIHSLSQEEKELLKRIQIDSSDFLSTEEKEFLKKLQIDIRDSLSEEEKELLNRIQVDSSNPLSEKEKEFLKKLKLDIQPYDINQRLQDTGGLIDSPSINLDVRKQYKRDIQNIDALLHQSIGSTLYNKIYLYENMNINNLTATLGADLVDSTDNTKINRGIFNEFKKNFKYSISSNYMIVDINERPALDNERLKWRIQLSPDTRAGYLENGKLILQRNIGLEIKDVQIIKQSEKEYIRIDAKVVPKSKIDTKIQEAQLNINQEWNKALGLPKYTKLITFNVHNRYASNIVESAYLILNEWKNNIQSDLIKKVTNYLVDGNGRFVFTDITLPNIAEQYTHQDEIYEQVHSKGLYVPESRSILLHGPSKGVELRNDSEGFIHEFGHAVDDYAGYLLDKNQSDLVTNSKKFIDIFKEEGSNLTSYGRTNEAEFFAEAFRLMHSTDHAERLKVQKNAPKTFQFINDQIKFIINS
BoNT A protease: inhibitors of Botulinum neurotoxin A light chain protease. hit rate 0.17% among 360,000. multiplex microsphere protease substrate cleavage, flow cytometry. inhibition, % at 10 µM; further: plate controls were buffer without enzyme for full effect and enzyme alone for no effect
PriA SSB inh: blocks PriA binding to SSB C-terminal tail; AlphaScreen SSBct-PriA binding, biotinylated peptide; inhibition, % at 33 µM; hit rate 0.6% among 430,000; AID 1272365; in the data active means inhibition mostly above about 37%, no sharp cut-off; inactive means mostly below about 20%;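 further: plate controls were negative control peptide for no effect and reference peptide for full effect; strong numbers were not always called active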
VHR inh abs: inhibitors of human VHR1 phosphatase (DUSP3); P51452; recombinant VHR phosphatase, pNPP absorbance; inhibition, % at 13.3 µM; hit rate 0.52% among 290,000; AID 1654; in the data active means inhibition above about 50%; further: some compounds called inactive have numbers as strong as hits
Target sequence (P51452 whole entry, looked up): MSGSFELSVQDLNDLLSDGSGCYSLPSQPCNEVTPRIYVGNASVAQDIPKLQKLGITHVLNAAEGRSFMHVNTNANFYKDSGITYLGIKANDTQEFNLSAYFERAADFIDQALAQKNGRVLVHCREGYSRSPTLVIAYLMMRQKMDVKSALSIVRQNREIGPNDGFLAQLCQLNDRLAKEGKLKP
Vc quorum ag: induces V. cholerae light production without autoinducers; hit rate 0.16% among 350,000; activation, % at 18.7 µM; V. cholerae BH1578 lux reporter, luminescence, 6 h; in the data active means activation mostly above about 9.7%, no sharp cut-off; inconclusive means no clear call, values can overlap the other calls; inactive means mostly below about 3.7%; further: not every result past the cut was called active; inactives centre near 0; reference of the scale not given here
Y pestis TopoI: blocks Yersinia pestis topoisomerase I activity; hit rate 0.064% among 360,000; activity, % at 10 µM; Y. pestis Topo-I cleavage product accumulation, plate reader; in the data active means activity above about 50%, passing the limit was not always enough; inconclusive means no clear call, values can overlap the other calls; further: inactives centre near 2
CCHFV vOTU inh: CCHFV vOTU protease inhibition. Pep-AMC fluorescence. inhibition, % at 11.5 µM. hit rate 0.55% among 370,000; in the data active means inhibition above about 30%; further: 0% = vehicle wells with enzyme and 100% = no enzyme wells
PfHsp40 rescue: restores yeast growth despite PfHsp40 toxicity. growth rescue, % at 12.5 µM. S. cerevisiae expressing PfHsp40, growth rescue, ATP luminescence. hit rate 0.68% among 340,000. AID 504582; in the data active means growth rescue above about 28%, passing the limit was not always enough; inconclusive means no clear call, values can overlap the other calls;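 further: yeast W303a lacking pdr1 and pdr3 grown in galactose medium; growth measured after three days at 30 °C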
TcdB inh: blocks C. difficile toxin B glycohydrolase activity. P18177. TcdB glycohydrolase enzymatic assay, plate reader. inhibition, % at 9.99 µM. hit rate 0.24% among 350,000. AID 652162; in the data active means inhibition above about 10%
3CLpro inhibitor: SARS-CoV 3CLpro protease inhibition. AID 1706. P0C6X7. inhibition, % at 6 µM. hit rate 0.14% among 290,000. recombinant SARS-CoV 3CLpro, quenched FRET peptide cleavage; in the data active means inhibition above about 12%
An asterisk follows results filed as active; i = inactive; ? = inconclusive; . = no result given; & = joins results of further samples. Unless noted, no stated cut-off is given here; in the data, active means inhibition above about 30%; inconclusive means no clear call, values can overlap the other calls; inactive means below that.

SMILES	Anthrax LF inh2	BoNT A protease	PriA SSB inh	VHR inh abs	Vc quorum ag	Y pestis TopoI	CCHFV vOTU inh	PfHsp40 rescue	TcdB inh	3CLpro inhibitor
CC(=O)N1c2ccc(S(=O)(=O)N3CCC(C(=O)Nc4cc(C)ccn4)CC3)cc2CC1C (stereo unspecified)	2	1.7	5	7	-0.2	4	-8	0.8	1.0	3
CCOC(=O)C1(C)CCCN1C(=O)c1ccc(C(F)(F)F)nc1C (stereo unspecified)	-1	-0.1	.	.	i	4	-6	.	0.2	.
Cc1ccc(SCC(=O)NCC2COc3ccccc3O2)cc1 (stereo unspecified)	7	1.9	0	.	i	3	-5	2.4	3.2	.
O=C(O)COc1ccc(C(=O)c2ccccc2)cc1	-2	0.3	-6	12	i	0	-10	0.4	0.6	4
COc1cccc(-c2noc(CCC(=O)NC3CCCC3)n2)c1	-2	2.1	-23	-8	1.7	11	-4	-1.1	-1.2	0
Fc1ccc(C(CCNCc2ccccn2)c2ccc(Cl)cc2)cc1 (stereo unspecified)	-1	-2.3	19	34	-10	11	.	-0.2	.	-5
CCS(=O)(=O)N1CCC(C(=O)NCc2ccc(F)cc2)CC1	2	0.5	-9	29	-1.8	-3	3	-0.7	.	3
Cc1cc(C)cc(CC(=O)N2CCC2(C)C(=O)NS(=O)(=O)c2cc(C)ccc2F)c1 (stereo unspecified)	-3	-0.2	.	.	i	7	-8	.	-2.8	.
O=[N+]([O-])c1ccc(/C=N/n2cn[nH]c2=S)cc1	-5	0.0	.	10	0.0	1	-2	-0.7	3.5	7
CC1CCCN(C(=O)C2CCN(CCCc3ccccc3)CC2)C1 (stereo unspecified)	.	.	-5	0	.	.	-4	.	.	1
Cc1cc(C(=O)NNC(=O)Cc2ccc(Cl)cc2)c(C)o1	0	-0.8	-15	.	i	8	-5	0.8	2.6	.
Fc1ccc(COc2ccccc2CNc2nn[nH]n2)cc1	0	-0.7	-2	1	i	-6	7	1.9	0.5	5
COc1ccc2cc3cc(C(=O)NCCN4CCN(Cc5ccccc5)CC4)oc3nc2c1	1	0.1	-11	47	-2.0	7	-269	-0.4	.	-9
COc1ccc(C(CNC(=O)COc2ccc(F)cc2Br)N2CCCC2)cc1 (stereo unspecified)	-4	-0.3	-3	2	-0.6	26	17	-0.2	0.1	-1
Nc1nc(SCc2ccccn2)c2ncn(C3OC(CO)C(O)C3O)c2n1 (stereo unspecified)	-9	-0.3	7	.	-1.7	5	-1	0.2	0.9	.
CC(C)CC1Nc2ncnc(N3CCCCC3)c2N(Cc2ccccc2)C1=O (stereo unspecified)	9	-0.3	10	.	i	-8	.	0.1	.	.
CCOc1ccc(NC(=O)c2ccccc2SC)cc1	-2	-0.7	0	-13	-2.3	10	-1	0.0	2.1	-6
CC(=O)Nc1cccc(-c2ccnc3c2CC(C)(C(=O)NCc2ccc(F)c(F)c2)O3)c1 (stereo unspecified)	-5	0.2	.	.	i	2	-9	.	-0.5	.
Cc1c(NC(=O)C2CCCN(S(=O)(=O)c3cnc[nH]3)C2)c(=O)n(-c2ccccc2)n1C (stereo unspecified)	-4	0.3	-8	4	-0.2	-3	5	-0.7	0.9	-4
COC(=O)C1=C(C)N(CCCC(=O)O)C(=O)NC1c1ccc(OC)cc1 (stereo unspecified)	3	1.0	-3	.	-9.1	-2	-1	6.8	-0.9	.
Cc1cccc(C(=O)OCC(=O)N2CCCCCC2)c1	-2	0.7	-12	.	-0.3	4	-2	-2.1	1.5	.
COc1cc(CCCN2CCNC[C@@H]2CC2CCCCC2)cc(OC)c1OC	0	0.1	5	.	-3.6	-15	-2	-1.8	1.4	.
COCCCN(C(C)=O)c1nc(-c2ccc(OC)cc2)cs1	-1	2.8	-15	5	-12	18	0	0.4	.	-4
Cc1cccc([C@@H]2[C@@H]3C(=O)N(Cc4ccccc4)C(=O)[C@@H]3[C@]3(C)C(=O)N(c4cccc(Cl)c4)C(=O)N23)c1	-10	-0.2	5	1	-1.0	6	-8	2.0	0.4	3
CCCS(=O)(=O)N1CCCC(C(=O)N2CCCCC2)C1 (stereo unspecified)	8	-1.9	-1	21	i	-13	-7	0.0	0.1	-3

The list continues:
SMILES	Anthrax LF inh2	BoNT A protease	PriA SSB inh	VHR inh abs	Vc quorum ag	Y pestis TopoI	CCHFV vOTU inh	PfHsp40 rescue	TcdB inh	3CLpro inhibitor
CCc1cccc(CC)c1NC(=O)CSc1nnc(C(C)C)n1CC	0	0.3	0	10	-1.6	6	5	-1.1	.	8
COC(=O)C1=C(c2cccc(OC)c2OC)C[C@@H]2CC[C@H]1N2C(=O)NCCS(C)=O (stereo partly specified)	-3	-0.4	-15	.	i	6	-1	-2.0	0.1	.
Cc1cc(C)n(CC(=O)NCCC2=CCCCC2)n1	11	6.5	-2	-23	-0.7	4	-14	-0.3	0.0	-1
CC(C)C(=O)N1CCCC1(C)C(=O)NCc1ccc(Cl)cc1 (stereo unspecified)	-6	-0.3	.	.	i	-2	-3	.	0.6	.
Nc1nc(NCc2ccco2)nc(NCCO)c1[N+](=O)[O-]	1	-6.6	-2	32	0.8	2	1	-0.4	0.4	2
COc1cccc(/C=C/C(=O)OCC(=O)Nc2ccc(N3CCOCC3)cc2)c1OC	-10	-0.5	2	18	0.1	-8	1	-0.1	2.0	1
Clc1ccc(-c2nnc3sc(-c4ccc(Br)o4)nn23)cc1	-1	-0.4	3&7	2	i	30	4	0.2	.	-2
CN1CCN(C(=O)C[C@H]2C[C@H]3c4cc(NC(=O)NC5CCCCC5)ccc4O[C@H]3[C@@H](CO)O2)CC1	-2	0.3	.	.	i	-9	5	.	1.3&-1.6	.
CC1CCC2(CC1)NC(=O)N(CC(=O)Nc1cc(S(=O)(=O)N3CCCC3)ccc1Cl)C2=O (stereo unspecified)	-8	-0.3	-8	.	-7.1	9	7	1.0	-1.6	.
CCNc1nnc(-c2ccc(C)cc2)o1	-2	1.1	-17	25	5.9	8	2	-1.8	.	-1
Cn1c(SCc2cccnc2)nc2cccnc21	7	0.9	-4	35	.	0	4	-1.6	.	-1
CCC(C)[C@@H](C(=O)N1CCNCC1)n1cc(CCCCN)nn1 (stereo partly specified)	-3	-0.1	0	14	i	-2	11	-0.2	0.4	1
CS(=O)(=O)NNC(=O)Cn1nnc(-c2cc(C(F)(F)F)cc(C(F)(F)F)c2)n1	.	.	-17	6	-0.4	-8	11	.	1.2	6
C=CC[C@@H](CC(=O)NCCO)C(=O)N[C@@H](C)COC(=O)[C@H](CC=C)CC(=O)OC(C)(C)C	-4	0.2	1	.	1.0	-13	14	7.7	0.6	.
COc1cc(OC)c(-c2nc3c[n+](CC(=O)c4ccccc4)ccc3n2C)cc1OC	-5	1.4	-4	-4	1.1	-3	-10	-0.4	.	-7
O=C(CN1c2cccc3cccc(c23)S1(=O)=O)Nc1ccc(S(=O)(=O)N2CCOCC2)cc1	0	2.4	1	2	-3.0	-7	-8	1.0	.	-3
O=C(c1ccccc1)c1ccc(C(=O)N2CCN(c3ccccc3)CC2)cc1	-5	1.2	12	26	-0.6	30	5	-0.7	8.2	0
O=C1C=C(/C=C/C2C=CC=CC2)C[C@@H](c2ccc(Cl)cc2)C1 (stereo partly specified)	5	-1.1	-17	.	i	27	20	1.2	-9.0	.
COc1ccc(Cc2nnc(SCC(=O)N(c3ccccc3)C(C)C)n(N)c2=O)cc1	-2	-0.1	-7	.	-1.7	36	23	0.2	1.8	.
Cc1nc2oc3ccccc3c(=O)c2c(=O)n1Cc1ccccc1	-14	-1.1	1	27	-0.3	0	5	-1.1	.	2
CCOC(CNC(=O)c1ccc2c(c1)nc(C)n2-c1cccc(F)c1)OCC	-4	-0.9	-5	26	-0.2	-4	-20	-0.5	-0.1	4
CCCCN1CC(N2CCN(Cc3ccccc3)CC2)CS1(=O)=O (stereo unspecified)	0	0.6	.	.	.	.	9	.	1.2	.
CC(=O)Nc1ccc(S(=O)(=O)N(C)CC(=O)OCC(=O)NC(C)C23CC4CC(CC(C4)C2)C3)cc1 (stereo unspecified)	-1	0.2	-18	8	0.2	22	10	1.6	.	-4
CNC(=O)c1ccc(-n2cccn2)nc1	-1	4.0	-18	9	-0.7	3	-5	-1.8	0.8	-4
CCOC(=O)/C=C(C)\C=C\c1c[nH]c2ccccc12	-13	?	12	5	-0.8	-6	6	4.8	1.1	-3

Rewritten with values under each structure: entries from further up.
Results follow in this order: Anthrax LF inh2 | BoNT A protease | PriA SSB inh | VHR inh abs | Vc quorum ag | Y pestis TopoI | CCHFV vOTU inh | PfHsp40 rescue | TcdB inh | 3CLpro inhibitor
- O=C(CN1c2cccc3cccc(c23)S1(=O)=O)Nc1ccc(S(=O)(=O)N2CCOCC2)cc1
→ 0 | 2.4 | 1 | 2 | -3.0 | -7 | -8 | 1.0 | . | -3
- O=C(c1ccccc1)c1ccc(C(=O)N2CCN(c3ccccc3)CC2)cc1
→ -5 | 1.2 | 12 | 26 | -0.6 | 30 | 5 | -0.7 | 8.2 | 0
- O=C1C=C(/C=C/C2C=CC=CC2)C[C@@H](c2ccc(Cl)cc2)C1 (stereo partly specified)
→ 5 | -1.1 | -17 | . | i | 27 | 20 | 1.2 | -9.0 | .

Single records (already shown). Order of screens: Anthrax LF inh2, BoNT A protease, PriA SSB inh, VHR inh abs, Vc quorum ag, Y pestis TopoI, CCHFV vOTU inh, PfHsp40 rescue, TcdB inh, 3CLpro inhibitor
Shown for CCOC(=O)/C=C(C)\C=C\c1c[nH]c2ccccc12 = -13, ?, 12, 5, -0.8, -6, 6, 4.8, 1.1, -3
Shown for Cc1nc2oc3ccccc3c(=O)c2c(=O)n1Cc1ccccc1 = -14, -1.1, 1, 27, -0.3, 0, 5, -1.1, ., 2
Shown for CC1CCC2(CC1)NC(=O)N(CC(=O)Nc1cc(S(=O)(=O)N3CCCC3)ccc1Cl)C2=O (stereo unspecified) = -8, -0.3, -8, ., -7.1, 9, 7, 1.0, -1.6, .
Shown for Cc1cc(C)n(CC(=O)NCCC2=CCCCC2)n1 = 11, 6.5, -2, -23, -0.7, 4, -14, -0.3, 0.0, -1
Shown for CCc1cccc(CC)c1NC(=O)CSc1nnc(C(C)C)n1CC = 0, 0.3, 0, 10, -1.6, 6, 5, -1.1, ., 8

The list continues:
SMILES	Anthrax LF inh2	BoNT A protease	PriA SSB inh	VHR inh abs	Vc quorum ag	Y pestis TopoI	CCHFV vOTU inh	PfHsp40 rescue	TcdB inh	3CLpro inhibitor
CCN(CC)S(=O)(=O)c1ccc(N2CCOCC2)c(NC(=O)COc2ccc(OC)cc2)c1	2	1.2	-7	.	i	29	4	0.9	-0.1	.
COc1ccc(CCNC(=O)CN(c2ccccc2OC)S(=O)(=O)c2ccc(C)cc2)cc1	-2	2.6	-10	40	-0.3	12	0	-0.5	1.1	-3
COc1ccc2c(CC(=O)NC(Cc3ccc(Cl)cc3)C(=O)O)cc(=O)oc2c1C (stereo unspecified)	-1	-2.6	-5	-20	i	0	-94	0.7	1.3	2
O=C(O)c1cnn2c(C(F)(F)F)cc(-c3ccco3)nc12	0	-6.5	-8	26	-0.3	-3	20	1.5	.	-1
CCCN(CCC)CC(O)COc1ccc([N+](=O)[O-])cc1 (stereo unspecified)	2	0.6	-1	6	6.7	-3	4	0.6	.	-1
CN(C1CCCCC1)S(=O)(=O)c1ccc2c(c1)c(=O)c(C(=O)NCCCN1CCCC1)cn2C	-4	0.0	8	21	-0.4	10	4	-1.3	1.9	-2
COc1ccc(C(NC(=O)C2CCN(Cc3cc(OC)cc(OC)c3)CC2)c2ccccn2)cc1 (stereo unspecified)	0	0.2	.	.	i	8	8	.	1.2	.
CC(NC(=O)CCC(=O)Nc1ccccc1O)c1ccccc1 (stereo unspecified)	?	-7.9	5	.	-0.4	-2	-2	.	0.8	.
COc1ccc2ccccc2c1/C=N/NC(=O)c1cccc([N+](=O)[O-])c1	1	-0.1	.	16	-0.4	3	8	-0.1	-0.7	-5

Compound activity deposited in PubChem by several laboratories.

An excerpt; the hit share may differ from the screen's.
